ABHD5-PLIN5 inh: ABHD5-PLIN5 interaction inhibitors, primary screen, cell lysate, split luciferase complementation, luminescence. inhibition, % at 4 µM. 0.78% of 360,000 active. Split G. princeps luciferase complementation, 4 h. AID 602281, 2012. Perilipin-5 (Homo sapiens) + 1-acylglycerol-3-phosphate O-acyltransferase ABHD5 (Homo …;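 active = inhibition above the mean inhibition across every tested compound plus 3 SD, cut at about 22% in these data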;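 note: 0% = DMSO only wells and the 100% control is not disclosed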
m5-HT2A agonist: mouse Htr2a agonists via beta-arrestin recruitment, primary screen, cell-based, luminescence | 0.66% of 360,000 active | CHO-K1 mHTR2A beta-arrestin complementation; percent of 30 µM serotonin response | activation, % at 7.6 µM | 5-hydroxytryptamine receptor 2A (Mus musculus), P35363 | AID 624169, 2012;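 active = activation above a run cutoff, the mean activation of all tested compounds plus 3 SD, cut at about 14% in these data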;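 note: 0% = plate median of compound wells and 100% = 30 µM serotonin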
Target sequence (P35363 whole entry, looked up): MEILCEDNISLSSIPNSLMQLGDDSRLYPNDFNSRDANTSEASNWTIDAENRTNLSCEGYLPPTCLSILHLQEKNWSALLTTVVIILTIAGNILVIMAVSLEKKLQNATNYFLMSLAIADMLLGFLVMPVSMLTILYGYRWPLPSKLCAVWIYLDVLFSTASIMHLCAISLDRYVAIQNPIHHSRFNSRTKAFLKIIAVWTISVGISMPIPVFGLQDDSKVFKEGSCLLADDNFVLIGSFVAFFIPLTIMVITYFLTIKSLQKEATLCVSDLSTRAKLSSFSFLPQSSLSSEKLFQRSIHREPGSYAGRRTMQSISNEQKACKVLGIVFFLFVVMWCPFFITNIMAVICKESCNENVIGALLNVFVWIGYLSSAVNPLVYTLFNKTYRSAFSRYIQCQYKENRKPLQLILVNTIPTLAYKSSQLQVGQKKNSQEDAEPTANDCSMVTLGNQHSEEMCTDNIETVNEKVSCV
N-glyco inh: increase of ERlucT glycosylation luciferase signal, primary screen, N-linked glycosylation inhibitor project, D54 ERlucT cells, luminescence, set 2; D54 ERlucT glycosylation luciferase reporter, 24 h; percent of 100 nM tunicamycin response; reporter increase, % at 12.5 µM; 0.23% of 360,000 active; AID 588692, 2011;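 active = mean luciferase reporter signal, scaled so untreated is 0 and the glycosylation-blocking control 100, at or above a set limit in every replicate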;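 note: luciferase carries N-glycosylation sites so blocking glycosylation raises the light; 0% = median of neutral control wells and 100% = median of 100 nM tunicamycin wells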
ABCB6 inh MLPCN: ABCB6 transporter inhibitors, primary screen, K562-ABCB6 cells, flow cytometry, MLPCN library. ATP-binding cassette sub-family B member 6 (Homo sapiens), Q9NP58. K562-ABCB6 porphyrin accumulation, 1 h; hits give low values. fluorescence ratio to DMSO, % at 10 µM. 0.19% of 360,000 active;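 active = fluorescence ratio to DMSO below 75%, the collection mean minus 3 SD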;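 note: signal is porphyrin accumulated inside mitochondria; 100% equals median channel fluorescence of DMSO control wells; lower ratio means ABCB6 inhibition with less porphyrin fluorescence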
NCOA2 inhibitor: inhibition of GAL4-SRC2 driven luciferase reporter, primary screen, SRC2 inhibitor project, cell-based, luminescence. Nuclear receptor coactivator 2 (Homo sapiens), Q15596. AID 651957, 2012. inhibition, % at 9 µM. 0.17% of 370,000 active. HEK293 GAL4-SRC2 luciferase reporter;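 active = inhibition above the mean inhibition of all tested compounds plus 3 SD, set per campaign, cut at about 52% in these data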;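 note: 0% = DMSO treated cells and 100% = cells given Gossypol at 36 µM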
MC4R ag barr: MC4R agonists recruiting beta-arrestin, primary screen, cell-based, luminescence, agonist arm of biased-ligand search; Melanocortin receptor 4 (Homo sapiens), P32245; U2OS MC4R beta-arrestin complementation; percent of melanotan II response, DMSO zero; AID 540308, 2011; activation, % at 8.9 µM; 0.98% of 360,000 active;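 active = activation above a per-plate cutoff, the mean activation of sample wells on that plate plus 3 SD, cut at about 8% in these data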
Target sequence (P32245 whole entry, looked up): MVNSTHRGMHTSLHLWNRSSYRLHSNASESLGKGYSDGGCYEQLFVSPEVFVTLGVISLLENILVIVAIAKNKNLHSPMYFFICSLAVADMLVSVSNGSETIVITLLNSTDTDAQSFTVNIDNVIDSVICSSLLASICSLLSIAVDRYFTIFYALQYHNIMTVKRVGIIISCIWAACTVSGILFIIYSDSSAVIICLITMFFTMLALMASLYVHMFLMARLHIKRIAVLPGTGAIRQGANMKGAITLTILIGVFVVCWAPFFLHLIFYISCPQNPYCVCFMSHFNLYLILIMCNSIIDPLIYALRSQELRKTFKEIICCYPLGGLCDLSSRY
NOD2-RIPK2 inh: NOD2-RIPK2 binding disruptors in cells, primary screen, fluorescence, CHO cells, BLA complementation; AID 624267, 2012; 0.38% of 360,000 active; Receptor-interacting serine/threonine-protein kinase 2 (Homo sapiens), O43353; inhibition, % at 4.98 µM; CCF4 ratio; in the data active = inhibition above about 21%;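 note: 0% = vehicle only and 100% = reference blocker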
TLR9-MyD88 block: inhibitors of TLR9-MyD88 association in cells, primary screen, cell-based, CHO, BLA complementation, fluorescence; Toll-like receptor 9 (Homo sapiens) + Myeloid differentiation primary response protein …; CCF4 FRET ratio; inhibition, % at 4.98 µM; 0.21% of 340,000 active;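 active = inhibition above the mean over all tested compounds plus 3 SD, cut at about 21% in these data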;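 note: 0% = DMSO only wells and 100% = clavulanate BLA inhibitor control wells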
MC4R antag cAMP: MC4R antagonists of cAMP signaling, primary screen, cell-based, TR-FRET, antagonist arm of biased-ligand search. Melanocortin receptor 4 (Homo sapiens), P32245. MC4R-expressing cells, MTII-stimulated cAMP, LANCE TR-FRET. inhibition, % at 6.5 µM. 0.48% of 360,000 active. AID 540295, 2011;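 active = inhibition above its plate's cutoff, the mean of tested wells on that plate plus 3 SD, cut at about 29% in these data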;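 note: 0% = Melanotan II alone and 100% = Melanotan II plus saturating MCL0020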
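System: U2OS cells stably expressing human melanocortin 4 receptor (MC4R). Reagent: Melanotan II challenge after compound preincubation. Doses: 6.5 µM. Times: 30-min compound, 1-h challenge, 1-h detection, room temperature. Measured by: TR-FRET with Eu-cAMP and labeled anti-cAMP, 671 nm. Replicates: singlicate.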
H9c2 protect: cardioprotection against H2O2-induced cell death, primary screen, uHTS, H9c2 cells, ATPLite luminescence; H9c2 cardiomyocytes, H2O2 injury protection, 2 h; protection from H2O2 cell death, % at 20 µM; 0.63% of 360,000 active; AID 588492, 2011;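 active = compounds giving at least 50% protection of heart cells from peroxide-induced death in the single-dose screen, raw or plate-pattern-corrected value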;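 note: 0% = DMSO wells with peroxide and 100% = DMSO wells without peroxide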
The depositor's hits bear a star; . = no result given. The list is partial; count on the stated rates, not on these rows.

molecule	ABHD5-PLIN5 inh	m5-HT2A agonist	N-glyco inh	ABCB6 inh MLPCN	NCOA2 inhibitor	MC4R ag barr	NOD2-RIPK2 inh	TLR9-MyD88 block	MC4R antag cAMP	H9c2 protect
O=C(NCc1ccccn1)C(C(=O)c1ccc(F)cc1)n1ccccc1=O (stereo not given)	3	1	1	94	7	0.4	-9	0	0	1
CC(C)=CCc1c([C@@H]2CCc3ccc(O)cc3O2)cc2c(c1O)OC(C)(C)C=C2	2	1	-5	97	.	2.4	-2	.	3	-6
C/C(=N\OCC(=O)Nc1cc(C)cc(C)c1)c1ccc2c(c1)OCCO2	-2	-7	2	89	-7	0.8	2	12	4	2
O=C(O)CSc1cccc2cccc(C(=O)O)c12	3	-3	1	98	-19	0.2	-9	4	-1	4
Cc1ccc(S(=O)(=O)CCC(=O)NCCC2=CCCCC2)cc1	-4	0	1	97	-54	-3.3	5	-9	-4	7
Cc1cccc(N2CCN(C3=NC(=O)/C(=C\c4cn[nH]c4-c4ccccc4)S3)CC2)c1	5	1	-1	97	9	16*	-9	-1	9	4
O=C(c1cc2c(=O)n3ccccc3nc2s1)N1CCN(Cc2ccccc2)CC1	2	-1	2	96	-32	-1.1	-2	0	13	0
CN(C)CCCNC(=S)N1CCC(C(=O)c2ccc(Cl)cc2)CC1	2	-3	-4	100	14	0.4	1	-10	-3	-4
CCOC(=O)N1CCN(C(=S)NC(=O)c2nn(C)cc2Br)CC1	-3	-3	-1	101	14	1.1	-9	8	7	4
COc1ccc(C(=O)N(C)CCOc2ccc(Cl)cc2)cc1S(=O)(=O)N1CCCC1	0	-3	-2	97	-9	-1.6	-1	2	3	-4
O=C(NCCCn1ccnc1)C1CCN(S(=O)(=O)c2cc([N+](=O)[O-])ccc2Cl)CC1	10	-2	2	95	-15	-0.4	1	-5	9	-1
FC(F)(F)c1cc(Cc2nc3ccccc3n2C(CCc2ccccc2)c2nc3ccccc3[nH]2)cc(C(F)(F)F)c1 (stereo not given)	-15	-5	.	.	-48	.	-3	.	.	.
Cc1noc(C)c1NC(=O)N(C)C[C@H]1OCc2cn(nn2)CCCC(=O)N([C@@H](C)CO)C[C@@H]1C	-2	1	2	98	0	0.3	-5	6	-4	-2
CC(=O)C(C)Oc1ncn(-c2ccccc2)n1 (stereo not given)	4	4	0	96	-10	-0.1	7	1	5	8
C=CCNc1ncnc2c1ncn2[C@H]1CN(Cc2cc(OC)c(OC)c(OC)c2)C[C@@H](CO)O1	-3	0	2	97	-33	-2.8	-9	.	9	8
O=C1c2cccc3c2C2(O)c4c1cccc4C(=O)c1cccc(c12)C3=O	0	3	0	86	2	1.0	0	-8	24	37
N/C(=N\OC(=O)c1cccs1)c1cccnc1	5	-2	2	92	-56	0.7	-6	6	8	-18
CNC(C)C#Cc1ccc2oc3cccc(OC)c3c(=O)c2c1 (stereo not given)	9	-3	1	96	-50	0.6	-4	5	-2	24
Cc1cccn2cc(CNS(=O)(=O)c3ccc4ccccc4c3)nc12	3	9	-3	91	32	-3.6	-1	-9	0	-15
O=C(NCCN1C(=O)CSC1=O)C1CC(=O)N(c2ccccc2)C1 (stereo not given)	2	-5	1	98	15	0.7	-4	-1	11	7
CCn1cnc2c1c(=O)n(Cc1cccc([N+](=O)[O-])c1)c(=O)n2Cc1ccccc1	0	6	-4	98	1	-0.5	-4	5	-5	1
COc1ccc(C(O)c2nccn2Cc2ccccc2)cc1 (stereo not given)	1	-1	1	103	-40	-1.1	2	2	3	-6
O=C(Nc1nc(-c2ccccc2)cs1)NC1CCCCC1	-5	-2	-3	96	-41	1.9	-4	8	9	-4
CC1CC(C)CN(c2oc(-c3ccco3)nc2C#N)C1 (stereo not given)	2	2	-3	99	-6	6.1	-5	-4	13	-7
Cc1cccc(-n2c3nc(=O)[nH]c(=O)c-3cc3c(C)nn(-c4ccccc4)c32)c1C	-3	-2	-1	96	1	-1.6	-7	-7	6	10
CN(CCc1ccccn1)C(=O)CCC1CCCN(C(=O)NC2CCCCC2)C1 (stereo not given)	-2	5	0	82	13	-4.9	6	-2	4	4
O=C(CCc1nnc2ccc(N3CCCC3)nn12)Nc1cc(F)ccc1F	-1	2	0	98	6	-1.6	-2	11	-3	6
COc1ccc(CNC(=O)CN(Cc2cccs2)C(=O)CCC(=O)Nc2ccccn2)cc1	0	0	2	98	-16	-2.4	-5	5	8	12
CCOC(=O)C1(C)CCCN(C(=O)c2c(F)cccc2F)C1 (stereo not given)	-8	0	2	102	-38	-1.4	0	.	-2	-2
CC(C)(C)c1ccc(C(=O)Nc2ncn[nH]2)cc1	1	-2	-7	93	-43	-1.6	-10	2	5	-10
CC(=O)Nc1ccc(S(=O)(=O)c2ccnc3cc(Cl)ccc23)cc1	5	0	2	96	33	-0.7	2	6	1	-14
Cc1ccc(-n2nnc(-c3cc4ccccc4nc3Cl)n2)cc1	-8	3	-3	100	-5	-1.7	-7	4	8	-4
CCN(CC)S(=O)(=O)c1cccc(C(=O)Nc2cc(C)cc(C)c2)c1	0	4	-4	98	-15	1.0	-1	14	9	-5
CCOc1cc(/C=N/NC(=O)c2cccnc2)ccc1OCC(=O)N1CCOCC1	0	-2	1	98	-6	-2.4	5	-4	0	11
CC1(C(=O)NS(=O)(=O)c2ccc3c(c2)CCO3)CCN1C(=O)Cc1ccc(-c2ccccc2)cc1 (stereo not given)	-3	5	0	94	5	-1.6	1	.	0	-2
COc1ccc(-c2nnc(SC(C)C(=O)NNC(=O)c3ccc(C)cc3)o2)cc1 (stereo not given)	0	2	-1	93	10	-0.3	-14	2	4	2
Cc1ccc(C=Cc2ccccn2)cc1	-4	0	-9	95	-60	0.1	2	-4	4	-16
O=C(COC(=O)Cc1cccc(C(F)(F)F)c1)Nc1ccccc1	-3	-2	2	102	5	-2.3	-9	-2	3	5
O=C(COC(=O)C1C2CC3OC(=O)C1C3C2)Nc1ccc(Cl)cc1 (stereo not given)	-1	-5	0	98	-47	-0.7	6	-1	3	1
CCCc1nn(C)c2c(=O)[nH]c(-c3ccccc3OCC)nc12	0	2	3	99	7	-1.4	-15	0	3	6
O=C(Nc1ccccc1)OCc1cnc(Cl)s1	-2	-1	-2	99	5	-4.6	0	-4	14	-10
CC[C@@]12C(=O)N(c3cccc(Br)c3)C(=O)N1[C@H](c1ccc(F)cc1)[C@@H]1C(=O)N(C3CCCCC3)C(=O)[C@@H]12	3	7	-2	91	-24	5.8	5	-9	4	-3
CCc1c(-c2ccccc2)nc2nc(C)c(C)nn12	1	-5	1	91	-19	0.5	1	9	7	2
CCOc1ccc(N2CC(C(=O)NCCN3C(=O)S/C(=C\c4ccc(OC)c(OC)c4)C3=O)CC2=O)cc1 (stereo not given)	0	-2	-1	104	-4	-2.4	-9	-3	-10	5
COc1ccccc1OCC(=O)NCCC1=CCCCC1	-5	1	-1	100	-20	2.7	-2	3	16	4
O=C(O)c1cccc2cccnc12	-6	-2	0	87	-12	0.5	-6	1	10	-1
Cc1ccc(NC(=O)C(C)N2C(=O)C3C4CC(C(Br)C4Br)C3C2=O)cc1 (stereo not given)	-1	-2	-3	97	10	2.4	11	4	7	-4
COc1cccc(CNC(=O)N[C@@H](CC(C)C)C(=O)O)c1	-4	4	1	63*	-30	-0.2	-4	5	5	7
Cc1ccc(-c2nc3ccc(Br)cn3c2Cc2ccsc2)cc1	-27	7	2	105	-79	.	0	.	.	-2
CC(C)N=C(Nc1cccnc1)c1ccccc1	-7	6	4	103	2	-1.5	-2	-7	6	-5
Cc1noc(/C=C/N(C)C)c1S(=O)(=O)N1CCCC(C(=O)Nc2ccc3c(c2)OCO3)C1 (stereo not given)	-2	5	1	100	13	1.2	-1	-9	11	-7
CCc1cccc(CC)c1NC(=O)COC(=O)C1(C)CC1(Cl)Cl (stereo not given)	2	17*	-3	102	4	-2.0	0	5	-5	-1
COc1cccc(OCCn2cc(/C=N/NC(=O)c3ccncc3)c3ccccc32)c1	6	-6	-5	94	-6	-0.2	-1	4	-13	28
Cc1ccc(C2C3=C(CCCC3=O)Nc3[nH]c(=S)[nH]c(=O)c32)cc1 (stereo not given)	-23	-2	3	99	-12	-1.1	-3	-3	2	10
Cc1ccc(NC(=O)N2CCCC2C(=O)NCc2ccc(Cl)cc2)cc1 (stereo not given)	-11	1	2	101	8	1.0	7	6	27	2
O=C(CN1CCOCC1)Nc1c2c(nc3ccccc13)N(Cc1ccccc1)CC2	-3	0	-1	92	-14	-0.3	-6	-3	5	8
CC1(C)C(=O)C2(CCCCC2)C(=O)OC1c1cccn1-c1ccc([N+](=O)[O-])cc1 (stereo not given)	-4	0	-2	100	-27	-0.7	0	2	13	-11
Cc1nc2ccc(S(=O)(=O)N3CCCCC3)cc2s1	0	1	-5	101	-5	3.9	1	6	-5	0
COc1cc([N+](=O)[O-])ccc1NC(=O)C[n+]1cccc(C(C)=O)c1	4	2	0	112	4	-1.7	2	0	20	4
Cc1ccc2oc(-c3cc(NC(=O)c4ncn[nH]4)ccc3O)nc2c1	2	7	7	102	-19	-0.6	0	-8	5	2
Cc1ccc(C)c(Cn2c(C)nc3c(sc(=S)n3-c3ccccc3)c2=O)c1	-8	10	-12	97	-5	-0.9	7	-9	31*	3
NC(=O)c1ccc(NC(=O)C#Cc2ccccc2)cc1	-7	1	-9	104	3	-0.2	6	2	3	-4
CCNC(=O)c1cc2c(c(-c3cccc(-c4cccc(C(=O)N(C)C)c4)c3)n1)[C@H](CCO)N(S(=O)C(C)(C)C)C2 (stereo not given in full)	-13	4	6	127	-24	.	-8	.	.	10
